TbPYK inhibitor – inhibitors of Trypanosoma brucei pyruvate kinase. TbPYK enzyme, Kinase-Glo Plus ATP luminescence, 45 min. Potency, µM (series often up to 76.8 µM), for inactives: top-dose activity, negative = inhibition, usual class: inhibitors. Q57TT1. actives 0.12% (n = 410,000); also: potency is read from the fitted curve at half-maximal effect; % is scaled to controls: 0 for no effect and ±100 for the full control effect; nearly all actives have a fitted effect of over 50% in size
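TbPYK + substrate in 50 mM TEA pH 7.2, 100 mM KCl, 10 mM MgCl2, 0.05% BSA, 0.01% Tween-20; cpd pinned; ADP 130 uM final; 45 min RT; Kinase-Glo Plus 10 min; luminescence endpoint.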
Pf growth 48h – P. falciparum growth inhibition at 48 hours (one generation). P. falciparum luciferase growth in erythrocytes, 48 h. Potency, µM (series often up to 28.7 µM), inactives show at the highest dose activity change, negative = inhibition, actives largely listed as inhibitors. actives 5.9% (n = 310,000). AID 504832; also: potency is read from the fitted curve at half-maximal effect; % is scaled to controls: 0 for no effect and ±100 for the full control effect
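Erythrocytes infected with P. falciparum carrying an integrated firefly luciferase reporter (2% hematocrit, 0.1% parasitemia final) were exposed to compounds in RPMI 1640 with 0.5% Albumax at 37 C, 5% CO2. Growth inhibition was scored as reduced luminescence.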
CHX counter – counter-screen hit for Shiga toxin inhibitors, cycloheximide. AID 2314. max response, %. actives 12% (n = 300,000). cell reporter, cycloheximide protein synthesis inhibition counterscreen; in the data active = max response mostly above about 13%, no sharp cut-off; inactive = mostly below about 14%; also: read at 38.3 µM for the half of the compounds with a filed dose; 0% is about no effect
Pf growth 96h – P. falciparum growth inhibition at 96 hours. P. falciparum luciferase reporter growth, 96 h. Potency, µM (highest dose often 28.7 µM), for inactives: at the highest dose activity change, negative = inhibition, most hits filed as inhibitors. actives 6.9% (n = 320,000). AID 504834; also: potency is read from the fitted curve at half-maximal effect; % is scaled to controls: 0 for no effect and ±100 for the full control effect
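Two-generation exposure (96 h) targets delayed-death phenotype. Reporter parasites carrying integrated firefly luciferase, in red cells at 2% hematocrit and 0.05% parasitemia final, kept at 37 C, 5% CO2; luminescence loss indicates inhibition.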
HCV inh – HCV inhibition; AID 651820; Potency, µM (titrated, usually from 41.8 µM), inactives show at the top dose activity change, negative = inhibition, hits mostly inhibitors; Huh7.5.1 HCVcc-Cre infection, luciferase reporter, 44 h; actives 3.4% (n = 340,000); also: potency is read from the fitted curve at half-maximal effect; % is scaled to controls: 0 for no effect and ±100 for the full control effect
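Reporter virus HCVcc-Cre (~0.5 moi) infects cells exposed to compound; seeding density 1,000 cells/well with 4 h settling beforehand. Luminescence, 15 sec read, taken 44 h post-infection following a 15 min RT substrate incubation.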
Shiga inhibitor – blocks Shiga toxin action in Vero cells; Vero cells, Shiga toxin protein synthesis inhibition reporter; inhibition, % at 38.7 µM; actives 9.2% (n = 290,000); AID 2315; in the data active = inhibition mostly above about 28%, no sharp cut-off; inactive = mostly below about 43%; also: 0% is about no effect
LmPK inhibitor – blocks Leishmania mexicana pyruvate kinase activity. Q27686. purified LmPK, Kinase-Glo ATP luminescence, 1 h. Potency, µM (highest dose often 57.5 µM), for inactives: at the highest dose activity change, negative = inhibition, actives largely listed as inhibitors. actives 0.37% (n = 290,000). AID 1721; also: potency is read from the fitted curve at half-maximal effect; % is scaled to controls: 0 for no effect and ±100 for the full control effect
Target sequence (Q27686 whole entry, looked up): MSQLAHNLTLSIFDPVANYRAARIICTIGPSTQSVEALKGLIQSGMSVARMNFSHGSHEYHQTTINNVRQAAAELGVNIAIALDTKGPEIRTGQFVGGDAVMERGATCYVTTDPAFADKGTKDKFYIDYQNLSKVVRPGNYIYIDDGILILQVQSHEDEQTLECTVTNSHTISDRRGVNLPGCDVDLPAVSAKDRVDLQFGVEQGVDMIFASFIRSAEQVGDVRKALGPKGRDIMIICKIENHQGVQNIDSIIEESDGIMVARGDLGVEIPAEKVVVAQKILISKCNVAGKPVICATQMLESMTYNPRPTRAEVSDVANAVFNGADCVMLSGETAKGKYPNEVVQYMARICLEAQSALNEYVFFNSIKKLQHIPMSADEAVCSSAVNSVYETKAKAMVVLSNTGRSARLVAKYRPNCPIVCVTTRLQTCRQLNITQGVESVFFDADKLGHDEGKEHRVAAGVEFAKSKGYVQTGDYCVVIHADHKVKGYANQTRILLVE
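0.1 nM LmPK, 0.5 mM PEP, 0.1 mM ADP; 50 mM imidazole pH 7.2, 7 mM MgCl2, 50 mM KCl; 1 h RT. Kinase-Glo luminescence readout, normalized to no-enzyme (full inhibition) and uninhibited wells.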
The depositor's hits bear a star; [ ] = another dose, or the depositor's remark. Unless noted, calls follow the shape of the dose curve; as a rule, active = well fitted curve in the direction sought with a large enough effect; inconclusive = small, poorly fitted or top-dose-only effect, or another doubt; inactive = no such curve, though single readings can be large; an effect the other way counts as inactive or inconclusive.

`COc1cccc(N(C(=O)Cn2nnc(-c3cccs3)n2)C(C(=O)NC(C)C)c2ccc(C)o2)c1` (configuration not stated) gave TbPYK inhibitor 2%, Pf growth 48h inconclusive, CHX counter -1, Pf growth 96h -14%, HCV inh -22%, Shiga inhibitor 6 and LmPK inhibitor 2%.
For Cc1ccc2cc(CN(Cc3ccco3)S(=O)(=O)c3c(C)ccc4nsnc34)c(=O)[nH]c2c1 the results were TbPYK inhibitor -16%, Pf growth 48h inconclusive, CHX counter -2, Pf growth 96h 4%, HCV inh inconclusive, Shiga inhibitor 30 and LmPK inhibitor 5%.
CC(=O)Nc1ccc(OCCC[n+]2cccc(C(=O)[O-])c2)cc1 was read as TbPYK inhibitor -4%, Pf growth 48h -25%, CHX counter -2, Pf growth 96h inconclusive, HCV inh 1%, Shiga inhibitor 10 and LmPK inhibitor 3%.
c1ccc2sc(N3CCCN(Cc4nc(-c5cnccn5)no4)CC3)nc2c1 was read as TbPYK inhibitor -5%, Pf growth 48h 3%, CHX counter 5, Pf growth 96h inconclusive, HCV inh inconclusive, Shiga inhibitor 22 and LmPK inhibitor -11%.
Screening CN(C)S(=O)(=O)c1ccc2c(c1)C(=O)c1cc(S(=O)(=O)N(C)C)ccc1CC2 returned TbPYK inhibitor 5%, Pf growth 48h -16% and Pf growth 96h inconclusive.
Screening CCOc1ccccc1NC(=O)CSc1nnc2ccc(-c3cccnc3)nn12 returned TbPYK inhibitor -3%, Pf growth 48h inconclusive, CHX counter -2, Pf growth 96h inconclusive, HCV inh 14%, Shiga inhibitor -5 and LmPK inhibitor 5%.
Screening COc1ccc(OC)c(NC(=O)c2ccc3c(c2)CCN3S(C)(=O)=O)c1 returned TbPYK inhibitor 2%, Pf growth 48h -15%, CHX counter -1, Pf growth 96h 5%, HCV inh inconclusive, Shiga inhibitor -5 and LmPK inhibitor 1%.
For CCO[C@@H]1OC(C(=O)NCc2nc3ccccc3[nH]2)=C[C@H](c2csc3ccccc23)[C@H]1CCCO the results were TbPYK inhibitor 0%, Pf growth 48h inconclusive, CHX counter 1, Pf growth 96h 13µM*, HCV inh -15%, Shiga inhibitor -6 and LmPK inhibitor 6%.
`COc1ccc(OC)c(CCNC(=O)CC2(CC3=NS(=O)(=O)c4ccccc4N3)CCCC2)c1` gave TbPYK inhibitor -5%, Pf growth 48h inconclusive, CHX counter 0, Pf growth 96h 16%, HCV inh inconclusive, Shiga inhibitor -3 and LmPK inhibitor -3%.
CCOC(=O)C1(CC2CC2)CCN(Cc2cn(C)c3ccccc23)CC1 was read as TbPYK inhibitor -2%, Pf growth 48h inconclusive, CHX counter -4, Pf growth 96h -3%, HCV inh 10µM*, Shiga inhibitor 18 and LmPK inhibitor 4%.
`Cc1ccc(N2C(=O)c3ccccc3C2=O)cc1` gave TbPYK inhibitor 0%, Pf growth 48h 7%, CHX counter 41*, Pf growth 96h 14%, HCV inh 15%, Shiga inhibitor 91* and LmPK inhibitor 3%.
CCOc1ccccc1N1CCN(Cc2ccco2)CC1 was read as TbPYK inhibitor -9%, CHX counter 5, Pf growth 96h -25%, HCV inh 24%, Shiga inhibitor 58 and LmPK inhibitor -1%.
For CCOC(=O)c1c(CSc2cccs2)n(C)c2cc(Br)c(O)c(CN(C)C)c12 the results were TbPYK inhibitor -26%, Pf growth 48h 13µM*, CHX counter -2, Pf growth 96h 15%, HCV inh inconclusive, Shiga inhibitor 15 and LmPK inhibitor 7%.
Screening Cc1ccc(S(=O)(=O)N(CC(O)CN2C(=O)NC(C)(C)C2=O)c2ccccc2)cc1 (configuration not stated) returned TbPYK inhibitor 3%, Pf growth 48h 10%, CHX counter -2, Pf growth 96h 6%, HCV inh inconclusive, Shiga inhibitor -18 and LmPK inhibitor 0%.
`O=S(=O)(c1ccccc1)n1c(C(O)c2ccccn2)cc2ccccc21` (configuration not stated) gave TbPYK inhibitor 5%, Pf growth 48h 4%, CHX counter -3, Pf growth 96h -10%, HCV inh -8%, Shiga inhibitor 5 and LmPK inhibitor 2%.
O=C1CCCCN1CCC(=O)N1CCCC(Nc2ccccc2)C1 (configuration not stated) was read as TbPYK inhibitor 1%, Pf growth 48h 0%, CHX counter -1, Pf growth 96h inconclusive, HCV inh inconclusive, Shiga inhibitor -6 and LmPK inhibitor -2%.
For Cc1cccc(S(=O)(=O)C(C#N)c2nc3ccccc3nc2N2CC(C)OC(C)C2)c1 (configuration not stated) the results were TbPYK inhibitor 8%, Pf growth 48h inconclusive, CHX counter 7, Pf growth 96h 25%, HCV inh -7%, Shiga inhibitor 26 and LmPK inhibitor 9%.
Screening Fc1ccccc1NC(=S)N1CCN(C/C=C/c2ccccc2)CC1 returned TbPYK inhibitor -13%, Pf growth 48h 3%, CHX counter -1, Pf growth 96h 0.59µM*, HCV inh -16%, Shiga inhibitor 22 and LmPK inhibitor 3%.
Screening COc1ccc(OC)c(S(=O)(=O)n2cnc3ccccc32)c1 returned TbPYK inhibitor 8%, Pf growth 48h -1%, CHX counter -1, Pf growth 96h 92%[activator], HCV inh inconclusive, Shiga inhibitor -4 and LmPK inhibitor -3%.
Cc1onc(C(=O)Nc2ccc3c(c2)OCO3)c1[N+](=O)[O-] was read as TbPYK inhibitor 2%, Pf growth 48h -3%, CHX counter 31*, Pf growth 96h inconclusive, HCV inh 8%, Shiga inhibitor 63* and LmPK inhibitor -3%.
Screening Cn1c(=O)c(-[n+]2ccccc2)c([O-])c2ccccc21 returned TbPYK inhibitor -3%, CHX counter -2, Pf growth 96h -27%, HCV inh inconclusive, Shiga inhibitor -5 and LmPK inhibitor -2%.
Screening COCCn1c(SCC(=O)N(C(C)C)C(C)C)nnc1-c1cc2ccccc2cc1O returned TbPYK inhibitor 2%, Pf growth 48h inconclusive, CHX counter -2, Pf growth 96h inconclusive, HCV inh -2%, Shiga inhibitor -10 and LmPK inhibitor 1%.
Screening O=[N+]([O-])/C=C/c1cn(Cc2ccc(Cl)cc2)c2ccccc12 returned TbPYK inhibitor -6%, Pf growth 48h 3.7µM*, CHX counter -2, Pf growth 96h inconclusive, HCV inh inconclusive, Shiga inhibitor -7 and LmPK inhibitor 0%.
Screening CC(CC(=O)NC(C)c1ccc2c(c1)OCCO2)c1ccccc1 (configuration not stated) returned TbPYK inhibitor -17%, Pf growth 48h 4%, CHX counter 4, Pf growth 96h 92%[activator], HCV inh -8%, Shiga inhibitor 6 and LmPK inhibitor 0%.
For O=C1CCC2(C(=O)O)Sc3ccccc3N12 (configuration not stated) the results were TbPYK inhibitor 1%, Pf growth 48h 6%, CHX counter -2, HCV inh 14%, Shiga inhibitor -19 and LmPK inhibitor -7%.
For CCC1CSC(Nc2ccc(C(=O)/C=C/c3ccc(Br)cc3)cc2)=N1 (configuration not stated) the results were TbPYK inhibitor -7%, Pf growth 48h inconclusive, CHX counter 49*, Pf growth 96h inconclusive, HCV inh inconclusive, Shiga inhibitor 57* and LmPK inhibitor 1%.
CCc1nnc(NC(=O)C2CC(=O)N(c3ccc4c(c3)OCCO4)C2)s1 (configuration not stated) was read as TbPYK inhibitor -26%, Pf growth 48h 16%, CHX counter 6, Pf growth 96h inconclusive, HCV inh 11%, Shiga inhibitor -3 and LmPK inhibitor -1%.
For O=C(COC(=O)c1ccccc1)Nc1ccc(Cl)cn1 the results were TbPYK inhibitor 2%, Pf growth 48h 38%[activator], CHX counter 15, Pf growth 96h 59%[activator], HCV inh 12%, Shiga inhibitor 66 and LmPK inhibitor 0%.
For Cc1ccc(NC(=O)c2ccc(NCC3CCCO3)c([N+](=O)[O-])c2)cc1Cl (configuration not stated) the results were TbPYK inhibitor 3%, Pf growth 48h inconclusive, CHX counter -4, Pf growth 96h -19%, HCV inh inconclusive, Shiga inhibitor -9 and LmPK inhibitor 2%.
For Cc1cc(=O)oc2c3c(cc(OCC(=O)Nc4ccc(CCO)cc4)c12)OC(C)(C)CC3 the results were TbPYK inhibitor -4%, Pf growth 48h inconclusive, CHX counter -2, Pf growth 96h inconclusive, HCV inh 0.71µM*, Shiga inhibitor 1 and LmPK inhibitor -5%.
CC(NC(=O)c1ccccc1F)C(=O)O (configuration not stated) was read as TbPYK inhibitor 0%, Pf growth 48h 24%, CHX counter -6, Pf growth 96h 0%, HCV inh 6%, Shiga inhibitor -25 and LmPK inhibitor -2%.
Screening CC(C)COC(=O)N1CCN(S(=O)(=O)c2ccc3c(c2)CCC3)CC1 returned TbPYK inhibitor -3%, Pf growth 48h inconclusive, Pf growth 96h inconclusive and HCV inh -13%.
Screening Cc1ccc(OCC(=O)N/N=C/c2cccn2C)cc1 returned TbPYK inhibitor -5%, Pf growth 48h 20%, CHX counter 3, Pf growth 96h 80%[activator], HCV inh 21%, Shiga inhibitor 8 and LmPK inhibitor -7%.
Screening Cc1cc(NC(=O)CSCC(=O)Nc2cc(C(F)(F)F)ccc2N2CCCC2)no1 returned TbPYK inhibitor -8%, Pf growth 48h inconclusive, Pf growth 96h -6% and HCV inh inconclusive.
Screening O=C(N/N=C/c1ccc([N+](=O)[O-])o1)c1ccncc1 returned TbPYK inhibitor -2%, Pf growth 48h 1.9µM*, CHX counter 8, Pf growth 96h 6.6µM*, HCV inh inconclusive, Shiga inhibitor 5 and LmPK inhibitor -1%.
Screening OCCNc1nc(N2CCN(c3ccccc3)CC2)nc2ccccc12 returned TbPYK inhibitor 8%, Pf growth 48h inconclusive, CHX counter -1, Pf growth 96h 23%, HCV inh inconclusive, Shiga inhibitor -5 and LmPK inhibitor 4%.
Screening COC(=O)[C@H](Cc1ccccc1)NC(=O)NCCc1ccccc1F returned TbPYK inhibitor -10%, Pf growth 48h 25%, CHX counter -4, Pf growth 96h 7%, HCV inh 10%, Shiga inhibitor 5 and LmPK inhibitor 3%.
COc1ccc([C@H]2CC(=O)C=C(/C=C/c3ccc(C(F)(F)F)cc3)C2)cc1 was read as TbPYK inhibitor 1%, Pf growth 48h inconclusive, Pf growth 96h 28% and HCV inh 27%.
`COc1ccc(N(C)S(=O)(=O)c2c(C)noc2C)c(OC)c1` gave TbPYK inhibitor 4%, Pf growth 48h 1%, CHX counter 10, Pf growth 96h inconclusive, HCV inh inconclusive, Shiga inhibitor -7 and LmPK inhibitor 3%.

An excerpt from above in order of length of the SMILES, rising:
CC(NC(=O)c1ccccc1F)C(=O)O (configuration not stated) was read as TbPYK inhibitor 0%, Pf growth 48h 24%, CHX counter -6, Pf growth 96h 0%, HCV inh 6%, Shiga inhibitor -25 and LmPK inhibitor -2%.
Screening Cc1ccc(OCC(=O)N/N=C/c2cccn2C)cc1 returned TbPYK inhibitor -5%, Pf growth 48h 20%, CHX counter 3, Pf growth 96h 80%[activator], HCV inh 21%, Shiga inhibitor 8 and LmPK inhibitor -7%.
`COc1ccc(N(C)S(=O)(=O)c2c(C)noc2C)c(OC)c1` gave TbPYK inhibitor 4%, Pf growth 48h 1%, CHX counter 10, Pf growth 96h inconclusive, HCV inh inconclusive, Shiga inhibitor -7 and LmPK inhibitor 3%.
